# KB-3-1 cytotox: KB-3-1 parental cell cytotoxicity | KB-3-1 viability, CellTiter-Glo ATP luminescence, 72 h | Potency, µM (series often up to 46.1 µM), inactives show top-dose activity change, negative = cytotoxic, actives largely listed as cytotoxic | 1.4% of 400,000 active; also: potency is read from the fitted curve at half-maximal effect; % is scaled to controls: 0 for no effect and ±100 for the full control effect; nearly all actives have a fitted effect of over 60% in size
#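 Viability of parental KB-3-1 cells, measured by CellTiter-Glo luminescence, followed a 72 h incubation at 37 °C with pinned compounds in phenol-red-free DMEM containing 10% FBS.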
# HT1080 IDH1KD tx: toxicity to HT-1080 IDH1 knockdown cells (counter line) | AID 686971 | 2% of 360,000 active | HT-1080 IDH1 knockdown viability, ATP luminescence, 48 h | Potency, µM (series often up to 46.1 µM), for the others: at the top dose activity, negative = toxicity, usual class: cytotoxic;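 also: potency is read from the fitted curve at half-maximal effect; 0% = DMSO wells and -100% = cell-free medium wells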
#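 % activity derives from luminescence (CellTiter-Glo), normalised to DMSO and no-cell wells. HT-1080-IDH1KD cells, 750/well, had 48 h compound exposure at 37 °C.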
# MCF10A rerep: inducers of DNA re-replication in MCF 10A breast cells. MCF 10A DNA re-replication, Hoechst nuclear intensity, 48 h. Potency, µM (series often up to 46.1 µM), without a hit: at the highest dose activity, positive = re-replication, actives largely listed as activators. 2.9% of 350,000 active. AID 624296; also: potency is read from the fitted curve at half-maximal effect; % of control where 0% means no effect; nearly all actives have a fitted effect of over 50% in size
# HT1080NT lethal: kills 2HG-producing HT-1080-NT fibrosarcoma cells; HT-1080-NT fibrosarcoma viability, CellTiter-Glo ATP luminescence, 48 h; Potency, µM (doses to about 46.1 µM), for the others: at the top dose activity, negative = less viability, usual class: cytotoxic; 1.6% of 360,000 active;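 also: NT is the 2HG producing partner of a matched IDH1 knockdown line; potency is read from the fitted curve at half-maximal effect; 0% = DMSO-treated cells and -100% = media-only wells without cells; nearly all actives have a fitted effect of over 55% in size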
#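 Fibrosarcoma NT cells, 750 per well in 5% FBS RPMI, were exposed to compound for 48 hours. Viability: CellTiter-Glo luminescence.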
# WRN helicase inh: inhibitors of human WRN helicase. Potency, µM (doses to about 114 µM), for the others: top-dose activity change, negative = inhibition, actives largely listed as inhibitors. 0.46% of 360,000 active. WRN helicase unwinding, fluorescent forked duplex, kinetic. Q14191. AID 651768; also: potency is read from the fitted curve at half-maximal effect; % is scaled to controls: 0 for no effect and ±100 for the full control effect; nearly all actives have a fitted effect of over 55% in size
# Target sequence (Q14191 whole entry, looked up): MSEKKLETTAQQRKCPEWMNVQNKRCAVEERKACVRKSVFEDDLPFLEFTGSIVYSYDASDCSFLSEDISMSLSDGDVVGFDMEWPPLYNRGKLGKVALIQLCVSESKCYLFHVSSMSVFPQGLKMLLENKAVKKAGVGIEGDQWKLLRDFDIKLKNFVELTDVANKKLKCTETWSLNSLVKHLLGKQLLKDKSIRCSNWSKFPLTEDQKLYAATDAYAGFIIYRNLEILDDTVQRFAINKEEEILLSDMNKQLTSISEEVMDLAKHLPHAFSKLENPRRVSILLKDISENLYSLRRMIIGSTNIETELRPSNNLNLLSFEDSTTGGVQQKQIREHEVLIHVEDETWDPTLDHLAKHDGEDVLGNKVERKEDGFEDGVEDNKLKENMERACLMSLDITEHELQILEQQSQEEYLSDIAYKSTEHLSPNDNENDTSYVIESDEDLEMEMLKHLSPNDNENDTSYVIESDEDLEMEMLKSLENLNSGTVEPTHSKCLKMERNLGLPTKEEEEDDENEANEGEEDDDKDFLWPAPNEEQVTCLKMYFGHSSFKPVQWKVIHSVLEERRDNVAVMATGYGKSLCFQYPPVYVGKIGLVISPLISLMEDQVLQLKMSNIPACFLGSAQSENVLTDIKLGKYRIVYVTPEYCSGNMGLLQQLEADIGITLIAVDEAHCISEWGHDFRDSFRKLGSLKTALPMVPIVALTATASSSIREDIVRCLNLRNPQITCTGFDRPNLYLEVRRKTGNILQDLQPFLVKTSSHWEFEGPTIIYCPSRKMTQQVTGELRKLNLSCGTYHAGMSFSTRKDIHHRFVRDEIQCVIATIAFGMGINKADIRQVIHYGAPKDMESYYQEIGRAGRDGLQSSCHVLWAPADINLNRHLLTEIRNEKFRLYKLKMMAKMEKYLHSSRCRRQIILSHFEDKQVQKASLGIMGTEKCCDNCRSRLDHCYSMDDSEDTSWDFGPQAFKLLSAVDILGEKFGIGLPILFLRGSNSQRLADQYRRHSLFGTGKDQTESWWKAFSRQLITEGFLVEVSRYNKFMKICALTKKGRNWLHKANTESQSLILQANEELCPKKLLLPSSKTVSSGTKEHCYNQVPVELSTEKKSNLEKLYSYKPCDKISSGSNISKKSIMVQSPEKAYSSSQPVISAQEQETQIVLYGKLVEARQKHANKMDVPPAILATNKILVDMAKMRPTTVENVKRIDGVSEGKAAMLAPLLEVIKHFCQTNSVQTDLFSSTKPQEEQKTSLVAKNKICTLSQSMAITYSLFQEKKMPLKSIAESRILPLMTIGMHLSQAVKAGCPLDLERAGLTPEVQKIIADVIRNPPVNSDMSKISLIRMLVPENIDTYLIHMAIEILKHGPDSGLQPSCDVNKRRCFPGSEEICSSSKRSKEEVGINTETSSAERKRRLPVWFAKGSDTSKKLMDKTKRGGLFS
#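 WRN at 20 nM final preincubated with compound 15 min at room temperature; reaction started with 100 nM fluorophore/quencher forked duplex oligonucleotide and 2 mM ATP final. Unwinding followed kinetically by red fluorescence (ex 525, em 598 nm).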
# IL1B secr inh: blocks inflammasome-driven IL-1 beta release | THP-1 LPS/ATP IL-1B secretion, AlphaLISA, 16 h; active compounds read low | activity change, % at 57.5 µM | 4.7% of 360,000 active | AID 743279; in the data active = activity change below about -50%; inconclusive = mostly about -30% to -49%; also: % is scaled to controls: 0 for no effect and ±100 for the full control effect
#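 Secreted IL-1B measured by AlphaLISA bead assay after 16 h compound exposure of THP-1 cells; compounds (final up to 57.5 uM) added 1 h before LPS (250 ng/mL) and ATP (1.25 mM) stimulation; lower signal means less secretion.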
# KB-V1 cytotox: KB-V1 MDR subline cytotoxicity; KB-V1 MDR cells viability, CellTiter-Glo, 72 h; Potency, µM (titrated, usually from 46.1 µM), inactives show top-dose activity change, negative = cytotoxicity, hits mostly cytotoxic; 3.4% of 400,000 active; AID 1347076; also: potency is read from the fitted curve at half-maximal effect; % is scaled to controls: 0 for no effect and ±100 for the full control effect; nearly all actives have a fitted effect of over 60% in size
#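 KB-V1 MDR subline cells in DMEM (phenol-red free, 10% FBS) exposed to compounds in qHTS concentration series for 72 h at 37 degrees C. Viability read by CellTiter-Glo luminescence; concentration-effect curves fitted after normalization and correction.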
# SW480 rerep: inducers of DNA re-replication in SW480 colon cancer cells; SW480 DNA re-replication, Hoechst DNA content imaging, 48 h; Potency, µM (top dose mostly 46.1 µM), without a hit: at the highest dose re-replication activation, hits mostly activators; 1.8% of 340,000 active; AID 624297; also: potency is read from the fitted curve at half-maximal effect; % of control where 0% means no effect; nearly all actives have a fitted effect of over 55% in size
#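 Compounds, transferred as 23 nL by pin tool, were incubated with cells for 48 hr; DNA content per nucleus was then quantified by Hoechst staining and fluorescence plate imaging.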
# ATXN2 expr inh: ATXN2 expression inhibition; HEK-293 ATXN2-luciferase reporter, luminescence, 24 h; Potency, µM (top dose mostly 57 µM), for the others: at the highest dose activity change, negative = inhibition, usual class: inhibitors; 0.72% of 360,000 active; AID 1745845; also: potency is read from the fitted curve at half-maximal effect; % is scaled to controls: 0 for no effect and ±100 for the full control effect; nearly all actives have a fitted effect of over 55% in size
#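 ATXN2-luciferase reporter cells (luciferase flanked by upstream and downstream ATXN2 gene portions) were treated 24 h at 37 °C with compounds at up to 57 uM. SteadyGlo luminescence gave expression; GF-AFC fluorescence gave viability.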
# An asterisk follows results filed as active; u = inconclusive; x = no result given; [ ] = dose if it differs, or a comment. Unless noted, calls follow the shape of the dose curve; as a rule, active = well fitted curve in the direction sought with a large enough effect; inconclusive = small, poorly fitted or top-dose-only effect, or another doubt; inactive = no such curve, though single readings can be large; an effect the other way counts as inactive or inconclusive.
No.	Structure	KB-3-1 cytotox	HT1080 IDH1KD tx	MCF10A rerep	HT1080NT lethal	WRN helicase inh
1	COc1ccc(-c2csc3ncnc(N4CCN(c5ccccc5O)CC4)c23)cc1	-26%	-5%	u	1%	-8%
2	COc1ccc(NC(=O)Nc2ccccc2F)cc1Cl	9%	-11%	x	-5%	-4%
3	O=C(NCCCN1CCCC1)C1CCC(=O)N1C1CCCCC1 (configuration not stated)	16%	-2%	-3%	u	-6%
4	COc1ccc(/C(N)=N/OC(=O)CSc2ccc(C)cc2)cc1OC	4%	-11%	3%	9%	-10%
5	CC(=O)Nc1ccc(CN(C)CC2CCCN(CCc3cccc(C(F)(F)F)c3)C2)cc1 (configuration not stated)	0%	21µM*	u	u	-1%
6	CCCNCc1cc(Br)ccc1OCC(=O)NCCc1ccccc1	u	-77%	u	-64%	-9%
7	COc1ccc(CNS(=O)(=O)c2ccc(OC)cc2)cc1	6%	3%	0%	5%	-3%
8	CC(NC(=O)c1cncc(Br)c1)c1ccc(S(N)(=O)=O)cc1 (configuration not stated)	0%	-6%	8%	-2%	-8%
9	O=C(CNC(=O)C1CCCCC1)Nc1cc(Cl)ccc1Cl	6%	0%	11%	-10%	-32%
10	CSCc1c(C(=O)Nc2ccc3c(c2)OCO3)oc2ccccc12	0%	-16%	u	-25%	-1%
11	Cn1nc(C(=O)N2CCOCC2)c2ccccc2c1=O	9%	8%	-1%	3%	5%
12	CC(=O)NC(CC(=O)NCCc1ccccc1)c1ccccc1 (configuration not stated)	18%	-5%	-45%[inhibitor]	4%	7%
13	CCc1cccc(NC(=O)C2CCN(S(=O)(=O)c3ccc4c(c3)CC(C)N4C(C)=O)CC2)c1 (configuration not stated)	0%	-4%	0%	-7%	-8%
14	CSc1nc(=S)n(-c2cc(C)ccc2C)c(C)c1C(C)=O	0%	19%	-8%	7%	-3%
15	Cc1cccn2cc(CCNS(=O)(=O)c3cccs3)nc12	-1%	0%	-24%	-2%	-8%

No.	IL1B secr inh	KB-V1 cytotox	SW480 rerep	ATXN2 expr inh
1	-18	-29%	17%	-2%
2	-22	8%	x	26%
3	2	1%	-8%	3%
4	-1	u	-1%	1%
5	-69*	-26%	u	-15%
6	-52*	u	13%	0%
7	0	10%	-2%	2%
8	-13	20%	-6%	8%
9	89	21µM*	-11%	-2%
10	-19	-7%	-5%	21%
11	-11	0%	0%	1%
12	-8	16%	0%	0%
13	0	u	-7%	u
14	-19	0%	-3%	-8%
15	0	0%	u	0%

# (listing goes on)
No.	Structure	KB-3-1 cytotox	HT1080 IDH1KD tx	MCF10A rerep	HT1080NT lethal	WRN helicase inh
16	COc1ccc(CCNC(=O)CCn2c(=O)[nH]c3cc(OC)c(OC)cc3c2=O)cc1OC	-5%	-1%	u	-7%	-4%
17	NCCNC(=O)c1c(O)c2cccc3c2n(c1=O)CCC3	1%	-2%	2%	-5%	-33%
18	Cc1ccc(-c2cc(-c3ccccc3C)[nH]n2)c(O)c1	21µM*	18µM*	u	21µM*	-21%
19	COc1ccc(/C(O)=C2\C(=O)C(=O)N(CC3CCCO3)C2c2cc(OC)ccc2OC)cc1 (configuration not stated)	-11%	1%	-4%	0%	10%
20	COc1ccc(C(=O)O)cc1S(=O)(=O)N(C)CCc1ccccn1	13%	29%	1%	36%	-7%
21	CN1CCN(C(=O)C2CCC(C)(C(=O)O)C2(C)C)CC1 (configuration not stated)	2%	6%	-11%	1%	-4%
22	COc1ccccc1C1CCN(Cc2ccccc2Cl)CC1	-15%	-9%	-6%	-29%	-5%
23	O=C(Cn1cc2c(n1)CCCC2)Nc1ccccc1Br	0%	1%	0%	7%	-3%
24	Cc1ccc(-c2cc(C(=O)NCCN3CCOCC3)no2)cc1	-1%	-6%	-8%	-12%	5%
25	O=c1[nH]c(=O)n(C2CC(O)C(CO)O2)cc1Br (configuration not stated)	-8%	u	8%	13%	4%
26	CC1COc2ccccc2N1C(=O)c1ccc(F)cc1 (configuration not stated)	u	-1%	-3%	3%	8%
27	CCc1cccc(CC)c1NC(=O)CSc1nnc(CCC(=O)O)c(=O)[nH]1	17%	17%	-4%	10%	-14%
28	Cc1cc(N/N=C(/CCC(=O)O)C(=O)O)nc2ccccc12	6%	14%	1%	8%	-1%
29	O=S1(=O)CCN(C2CCCCCCC2)CC1	8%	11%	x	13%	13%
30	CN1OC[C@@H]2CN(C(=O)c3cccc4ccccc34)[C@H](c3ccc(N4CCCCC4)cc3)C[C@@H]21	0%	10%	x	17%	5%

No.	IL1B secr inh	KB-V1 cytotox	SW480 rerep	ATXN2 expr inh
16	-10	0%	-19%	-12%
17	-92*	u	u	-21%
18	-11	13µM*	u	49%[activator]
19	19	5%	-5%	-18%
20	9	0%	-1%	1%
21	-12	2%	0%	x
22	45	-2%	2%	-6%
23	20	-2%	0%	5%
24	u	-18%	-5%	3%
25	34	-16%	14%	16%
26	-8	-13%	-13%	-15%
27	-12	-3%	-4%	-22%
28	40	-9%	-7%	-1%
29	15	25%	x	x
30	-28	23%	x	-11%

# Next compounds
No.	Structure	KB-3-1 cytotox	HT1080 IDH1KD tx	MCF10A rerep	HT1080NT lethal	WRN helicase inh
31	COc1ccccc1OCC(=O)NNC(=O)C(=O)N1CCCC1	0%	16%	0%	14%	-5%
32	Clc1cccc(Cl)c1CNCCCSc1ncccn1	-3%	-2%	-2%	-1%	5%
33	COc1ccccc1C(C(=O)NCc1ccccc1)N(C(=O)c1csnn1)C1CC1 (configuration not stated)	2%	14%	u	0%	-2%
34	Cc1nnc(SCC(=O)Nc2sc3c(c2C(N)=O)CCCC3)[nH]c1=O	10%	-5%	0%	12%	-16%
35	CCCNC(=S)Nc1cc2oc3ccccc3c2cc1OC	2%	-3%	16%	-14%	1%
36	CC(=O)n1cc([C@@H]2C=C(C(=O)NCc3ccccc3)O[C@H](OCc3ccc(CO)cc3)C2)c2ccccc21	-12%	-22%	13µM*	-24%	1%
37	O=C(CSCc1ccc(F)cc1)Nc1ccccc1C(=O)N1CCOCC1	12%	12%	-5%	11%	-14%
38	COc1ccc(-n2ncc3c2CC(C)(C)CC3NC(=O)CN2CCOC2=O)cc1 (configuration not stated)	x	-8%	-1%	u	-32%
39	CC1Cc2ccccc2N1C(=O)COC(=O)c1ccc(S(=O)(=O)N(C)C)cc1 (configuration not stated)	2%	5%	-9%	9%	0%
40	CCN(CC(=O)Nc1c(F)cccc1F)C(=O)CCNS(=O)(=O)c1ccccc1C(F)(F)F	19%	10%	1%	2%	0%
41	COc1ccc(N2CCN(CCNC(=O)c3ccc(NC(=O)C4CCCO4)cc3)CC2)cc1 (configuration not stated)	2%	11%	7%	5%	-2%
42	CCN(C(=O)COC(=O)/C=C/c1c(C)nn(-c2ccccc2)c1C)c1c(N)n(Cc2ccccc2)c(=O)[nH]c1=O	3%	-10%	-4%	-1%	3%
43	O=C(CCC1CCCN(Cc2ccncc2)C1)NCc1ccc(F)c(F)c1 (configuration not stated)	-7%	-9%	19%	-1%	-8%
44	CCN1CCN(C(=O)CCCn2c(C)c3cnn(-c4ccccc4)c(=O)c3c2C)CC1	-11%	-5%	4%	-3%	-11%
45	CCOC(=O)N/N=C\c1ccc([N+](=O)[O-])o1	21%	u	-5%	-10%	-7%
46	Cc1cc(-c2cc(N)n(-c3ccccc3)n2)c(C)n1C1CCCC1	-1%	0%	13%	u	-8%
47	COCc1cc(Sc2cccc(Cl)c2Cl)nc(-c2ccccc2)n1	8%	-27%	u	-8%	-17%
48	Cc1noc(C)c1C(=O)N(CC(C)C)c1nc2ccccc2s1	17%	1%	-2%	17%	-1%

No.	IL1B secr inh	KB-V1 cytotox	SW480 rerep	ATXN2 expr inh
31	10	u	-1%	-9%
32	-14	-18%	-4%	x
33	-9	-16%	0%	7%
34	13	0%	-4%	-1%
35	u	-13%	u	u
36	u	6%	-4%	-11%
37	-16	-7%	0%	2%
38	-16	x	4%	9%
39	1	3%	-13%	0%
40	4	19%	1%	0%
41	34	0%	-5%	-1%
42	12	-23%	-2%	-6%
43	33	-18%	-2%	-12%
44	-7	-6%	11%	-8%
45	37	u	-1%	u
46	-12	0%	25%	56%[activator]
47	1	17%	0%	-4%
48	15	-1%	u	2%

# Entries above that bear a hit mark in IL1B secr inh.
nr	Structure	WRN helicase inh	IL1B secr inh	SW480 rerep
5	CC(=O)Nc1ccc(CN(C)CC2CCCN(CCc3cccc(C(F)(F)F)c3)C2)cc1 (configuration not stated)	-1%	-69*	u
6	CCCNCc1cc(Br)ccc1OCC(=O)NCCc1ccccc1	-9%	-52*	13%
17	NCCNC(=O)c1c(O)c2cccc3c2n(c1=O)CCC3	-33%	-92*	u

# Numbers 31 through 32 of the list above:
No.	Structure	KB-3-1 cytotox	HT1080 IDH1KD tx	MCF10A rerep	HT1080NT lethal	WRN helicase inh
31	COc1ccccc1OCC(=O)NNC(=O)C(=O)N1CCCC1	0%	16%	0%	14%	-5%
32	Clc1cccc(Cl)c1CNCCCSc1ncccn1	-3%	-2%	-2%	-1%	5%

No.	IL1B secr inh	KB-V1 cytotox	SW480 rerep	ATXN2 expr inh
31	10	u	-1%	-9%
32	-14	-18%	-4%	x
